Shiga inhibitor – inhibitors of Shiga toxin in Vero cells; Vero cells, Shiga toxin protein synthesis inhibition reporter; inhibition, % at 38.7 µM; 9.2% of 290,000 active; AID 2315; in the data active means inhibition mostly above about 28%, no sharp cut-off; inactive means mostly below about 43%; further: 0% is about no effect
Sm TGR inh – inhibitors of Schistosoma mansoni thioredoxin glutathione reductase; 3% of 360,000 active; Q962Y6; purified TGR, DTNB reduction, TNB absorbance 405 nm; Potency, µM (doses to about 114 µM), without a hit: top-dose activity change, negative = inhibition, usual class: inhibitors; further: potency means the concentration at half of the fitted maximal effect; on the % scale 0 is the no-effect control and ±100 the full control effect; nearly all actives have a fitted effect of over 60% in size
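First, TGR (20 nM dispensed) and NADPH were mixed with compound. Second, a 15 min room-temperature incubation followed. Third, further NADPH and then DTNB were added to start the reaction. Finally, TNB absorbance was monitored kinetically.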
Pf growth 48h – inhibits P. falciparum growth in the first generation, 48 h | P. falciparum luciferase growth in erythrocytes, 48 h | 5.9% of 310,000 active | Potency, µM (series often up to 28.7 µM), inactives show at the highest dose activity change, negative = inhibition, hits mostly inhibitors; further: potency means the concentration at half of the fitted maximal effect; on the % scale 0 is the no-effect control and ±100 the full control effect
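First compound was added to culture medium, then infected red cells at 0.1% parasitemia and 2% hematocrit (final). After incubation at 37 C under 5% CO2, luciferase detection reagent was dispensed and light output recorded.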
Pf growth 96h – P. falciparum growth inhibition at 96 hour, primary screen for plastid delayed-death inhibitors. 6.9% of 320,000 active. Potency, µM (top dose mostly 28.7 µM), for inactives: top-dose activity change, negative = inhibition, most hits filed as inhibitors. AID 504834. P. falciparum luciferase reporter growth, 96 h; further: potency means the concentration at half of the fitted maximal effect; on the % scale 0 is the no-effect control and ±100 the full control effect
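96 h incubation, 37 C, 5% CO2, of luciferase-reporter P. falciparum-infected RBCs (2% hematocrit, 0.05% parasitemia final) with test compounds; endpoint luminescence.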
Giardia FBPA inh – blocks Giardia fructose-bisphosphate aldolase activity; purified Giardia FBPA; Potency, µM (doses to about 59.6 µM), inactives show at the top dose activity, negative = inhibition, hits mostly inhibitors; 0.71% of 290,000 active; further: potency means the concentration at half of the fitted maximal effect; on the % scale 0 is the no-effect control and ±100 the full control effect; nearly all actives have a fitted effect of over 55% in size
Target sequence (A8B2U2 whole entry, looked up): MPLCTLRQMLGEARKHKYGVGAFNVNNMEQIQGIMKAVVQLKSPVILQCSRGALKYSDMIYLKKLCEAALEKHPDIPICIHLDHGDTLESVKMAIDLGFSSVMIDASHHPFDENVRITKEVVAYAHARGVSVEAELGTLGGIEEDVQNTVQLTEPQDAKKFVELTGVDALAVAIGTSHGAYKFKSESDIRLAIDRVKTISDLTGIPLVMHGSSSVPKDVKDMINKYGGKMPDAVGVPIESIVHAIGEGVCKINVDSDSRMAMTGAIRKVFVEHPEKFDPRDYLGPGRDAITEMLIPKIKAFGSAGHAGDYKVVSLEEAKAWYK
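Giardia FBPA (40 nM reagent) was preincubated 10 min at RT with compound (up to 57.5 uM final), then substrate plus GAPDH/TPI/NAD/arsenate coupling system with diaphorase/resazurin was added; resorufin fluorescence (525/598 nm) was read after 20 min.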
CHX counter – counter-screen hit for Shiga toxin inhibitors, cycloheximide; cell reporter, cycloheximide protein synthesis inhibition counterscreen; max response, %; 12% of 300,000 active; AID 2314; in the data active means max response mostly above about 13%, no sharp cut-off; inactive means mostly below about 14%; further: read at 38.3 µM for the half of the compounds with a filed dose; 0% is about no effect
Numbers without * were called inactive; i = inactive; u = inconclusive; x = not tested or not shown; & = joins results of further samples; [ ] = another dose, or the depositor's remark. Unless noted, the call rests on the fitted dose curve; in most records, active means well fitted curve in the direction sought with a large enough effect; inconclusive means small, poorly fitted or top-dose-only effect, or another doubt; inactive means no such curve, though single readings can be large; an effect the other way counts as inactive or inconclusive. Outcome played no part in choosing rows, and some 24% of all compounds hit somewhere here.

A first look:
SMILES | Shiga inhibitor | Sm TGR inh | Pf growth 48h | Pf growth 96h | Giardia FBPA inh | CHX counter
COc1ccc2[nH]c(=O)c(CN(C(=O)C(C)C)c3ccccc3OC)cc2c1 | x | 0% | -39% | -23% | -16% | 0
Cc1cc(=O)[nH]c(SCC(=O)N2CCC(C(N)=O)CC2)n1 | 3 | 5% | 4% | u | -20% | -1

This part in full, from the first entry:
SMILES | Shiga inhibitor | Sm TGR inh | Pf growth 48h | Pf growth 96h | Giardia FBPA inh | CHX counter
COc1ccc2[nH]c(=O)c(CN(C(=O)C(C)C)c3ccccc3OC)cc2c1 | x | 0% | -39% | -23% | -16% | 0
Cc1cc(=O)[nH]c(SCC(=O)N2CCC(C(N)=O)CC2)n1 | 3 | 5% | 4% | u | -20% | -1
CC(OC(=O)Cn1nnc2ccccc21)C(=O)NC1CCCC1 (stereo not drawn) | -13 | 6% | 6% | u | 7% | -4
CN(C)S(=O)(=O)c1ccc(S(=O)(=O)N2CCCC(C(=O)NC3CCCC3)C2)cc1 (stereo not drawn) | -8 | 6% | -5% | 1% | 0% | -4
COc1ccc(CCNC(=O)C2CCC(CNS(=O)(=O)c3ccc(F)cc3)CC2)cc1OC (stereo not drawn) | -4 | 10% | u | 38% | 7% | -2
O=C(O)CC(NC(=O)C1c2ccccc2Oc2ccccc21)c1ccc(Cl)cc1 (stereo not drawn) | 5 | -1% | 20% | i | 27% | 14
O=C(Nc1ccc(N2C(=O)C3C4C=CC(C4)C3C2=O)cc1)Nc1cccnc1 (stereo not drawn) | 0 | 0% | -13% | -22% | -9% | -5
Cn1cnnc1SCC(=O)c1cc2ccccc2oc1=O | 12 | 8.9µM* | 5% | 9% | u | -2
Cc1cccc(N2CCN(C(=O)C(Cc3ccccc3)n3cccc3)CC2)c1C (stereo not drawn) | -1 | 2% | u | 8% | 1% | -4
COc1ccc(NC(=O)CSc2nnc(NC(=O)c3ccco3)s2)cc1OC | -2 | -10% | 34%[activator] | -8% | x | 0
CCC(=Nc1ccc(OC)cc1OC)c1c(O)n(C)c(=O)n(C)c1=O | 37 | -1% | u | -8%[5.75 µM] | 2% | 12
O=C1CC(c2ccco2)Cc2c1cnn2-c1nc2ccccc2s1 (stereo not drawn) | -9 | -29% | 4% | -12% | 0% | 0
CN(CC(=O)NCc1ccc(F)cc1)Cc1cccc(Cl)c1 | -12 | 0% | 10% | 27% | 9% | -2
COc1ccc(CC(=O)Nc2ccc(C(=O)Nc3ccccc3C(=O)O)cc2)cc1OC | -16 | 9% | 6% | u | 15% | 23*
Cc1ccc(-c2cc(C(F)F)nc3sc4c(=O)[nH]cnc4c23)cc1 | x | -9% | -11% | 46%[activator] | x | x
COc1cccc(/C=N/n2cnc3cc(C)c(C)cc32)c1OC | 27 | 13% | -14% | 2% | -9% | -2
C/C(=N\OC(=O)c1ccc(OC(C)C)cc1)c1ccc(C)c(C)c1 | 20 | -3% | x | u | -2% | 2
Cc1cccc(N2CCN(C(=O)c3cccc(S(=O)(=O)N4CCOCC4)c3)CC2)c1C | x | -3% | u | u | x | x
CC1CCN(C(=O)C2CCN(c3ncnc4c3nc3n4CCCCC3)CC2)CC1 | -10 | 11% | -8% | u | x | 0
O=C(NCCC(=O)N1CCCC1)c1ccccc1Cl | 19 | 1% | 24% | 32%[activator] | x | 18*
O=C(NCc1cccnc1)c1cccs1 | 0 | x | 7% | 18% | 2% | 6
CN(Cc1cccc(F)c1)C(=O)c1ccc2c(=O)n3c(nc2c1)CCC3 | 2 | 0% | -6% | 6% | x | -1
CCOC(=O)c1[nH]c(C)c(C(=O)c2ccc(C)cc2)c1C | 37 | -7% | x | 86%[activator] | -1% | 27
O=C(CSc1nccn1-c1ccccc1)NCc1ccc2c(c1)OCO2 | -9 | 0% | x | u | 1% | 1
O=c1nc(SCc2c(F)cccc2Cl)nc(-c2ccccc2)[nH]1 | -13 | 6% | 13% | 5% | 7% | -2

Next section; the last two above are carried over.
SMILES | Shiga inhibitor | Sm TGR inh | Pf growth 48h | Pf growth 96h | Giardia FBPA inh | CHX counter
O=C(CSc1nccn1-c1ccccc1)NCc1ccc2c(c1)OCO2 | -9 | 0% | x | u | 1% | 1
O=c1nc(SCc2c(F)cccc2Cl)nc(-c2ccccc2)[nH]1 | -13 | 6% | 13% | 5% | 7% | -2
CC(C(=O)N1CCN(c2ccccc2)CC1)c1ccc([N+](=O)[O-])cc1 (stereo not drawn) | -3 | 0% | -6% | 13µM* | 3% | -2
COc1cccc(-n2c(Cc3cc(=O)[nH]c(=O)[nH]3)nnc2SCC(=O)Nc2ccccc2)c1 | -3 | -2% | x | 12% | -1% | -1
O=C1NC2=C(C(=O)CCC2)C(c2ccc(OC(F)F)cc2)N1 (stereo not drawn) | -8 | 76%[activator] | 2% | 3% | 0% | -3
Cn1c(=O)c2sccc2n2c(CCCC(=O)Nc3ccc(F)cc3F)nnc12 | -6 | -8%&8% | 9% | -2% | 5% | -3
Cc1ccc(OCC(=O)Nc2ccccc2-c2ccccc2)cc1 | 83 | 7% | 77%[activator] | 20% | -1% | 56
CC(NC(=O)c1ccccc1F)c1nnc(SCC(=O)NC2CCCCC2)n1C (stereo not drawn) | 16 | -3% | 6% | u | 7% | 1
COc1cc2c3c(c1)C(C)=CC(C)(C)N3C(=O)C2=O | 2 | 4% | -11% | 33%[activator] | -9% | -4
COc1ccccc1CCN1C(=S)NC(C)(C)CC1(C)O (stereo not drawn) | -12 | 4% | u | 9.3µM* | 0% | -5
CCOCCc1nnc(N)s1 | -11 | 1% | -79% | x | -1% | -4
CC(=O)c1c(C)[nH]c(C(=O)Nc2ccc(C)c(C)c2)c1C | 65* | -16% | x | 27% | -6% | 36*
Oc1ccc(N2CCN(C(c3cccs3)c3nnnn3CCc3ccccc3)CC2)cc1 (stereo not drawn) | -3 | 0% | u | 58%[activator] | -29% | -2
COc1ccccc1CNC(=O)CN(CCc1ccccc1)S(C)(=O)=O | -13 | -1% | -2% | u | -7% | 7
CC(O)[C@H]1CNC(=O)C(=O)N1CC(C)(C)C (stereo partly drawn) | -5 | 22% | 61%[activator] | 81%[activator] | 4% | -4
O=C(c1ccc(OCC2CCCO2)cc1)N1CCc2ccccc2C1 (stereo not drawn) | 56* | -7% | 3% | 41%[activator] | 3% | 30*
FC(F)(F)c1nnc2c3ccccc3c(Cl)nn12 | 6 | -26% | u | u | 13% | -3
Cc1ccccc1OCC(=O)NN1CCN(C)CC1 | -6 | 0% | 7% | 201%[activator] | 5% | -3
CN(C)C(=S)Nc1cccc(C(F)(F)F)c1 | -2 | 7% | 2% | 13% | 1% | 1
Cc1ccccc1CN(C)c1ccc(S(=O)(=O)N2CCN(C)CC2)cn1 | x | -2% | -11% | 20% | x | x
CC(C)CC(=O)Nc1ccc(N2CCN(S(C)(=O)=O)CC2)cc1 | 26 | -2% | 3% | -3% | 0% | -3
COc1cccc(C(=O)Nc2ccc(NC(=O)c3ccco3)cn2)c1 | 124* | 10% | 70%[activator] | u | -6% | 55*
Cc1cc(CN2CCOCC2)c(O)c(C2(C)CCCCC2)c1 | -15 | -12% | u | -8% | 9% | -1
Cc1ccc(OP(=O)(NC(C)c2ccccc2)Oc2ccc(C)cc2)cc1 (stereo not drawn) | 25 | 12% | u | u | -2% | 2
CN(C)c1ncccc1-c1nc2ccccc2s1 | 23 | 0% | -6% | 4% | 5% | 17
CN(Cc1ccsc1)C(=O)Cn1cc(Br)ccc1=O | 78* | -9% | 102%[activator] | 83%[activator] | 5% | 29*
O=C1Nc2ccccc2C12OCCS2 (stereo not drawn) | -18 | -2%[11.4 µM] | x | x | -3% | -3
SMILES | Shiga inhibitor | Sm TGR inh | Pf growth 48h | Pf growth 96h | Giardia FBPA inh | CHX counter
CC(C)CCNC(=S)Nc1ccc2nc3n(c(=O)c2c1)CCCCC3 | 27* | u | u | u | -2% | 5
CCCCNC(=O)NNC(=O)c1cc(C)on1 | 21 | 9% | 18% | 21% | 9% | 4
CC(C)Oc1cccc(C(=O)C2CCCN(Cc3cccn3-c3ccccn3)C2)c1 (stereo not drawn) | -12 | x | u | 27% | 3% | -7
COc1ccc(NC(=O)c2ccc3ccccc3n2)cc1S(=O)(=O)N1CCCCC1 | 44 | u | 45%[activator] | -23% | -7% | 38*
CC(C)COC(=O)NCCOC(=O)Nc1cccc(Cl)c1 | 2 | -1% | -20% | -5% | -1% | 1
Cc1nn(Cc2ccccc2)c(C)c1C=C1C(=O)NC(=S)NC1=O | 13 | 7.9µM* | -23% | u | -21% | -2
CN(C)CC#CCC(O)(c1ccccc1)c1ccccc1 | -16 | -9% | -17% | -26% | 1% | -2
CCOc1cc(/C=N/NC(N)=O)ccc1OCC(=O)Nc1ccc(C)c(C)c1 | 2 | -1% | -13% | 7% | 3% | 5
O=C(NCc1ccc2c(c1)OCO2)c1ccc(NC(=O)C2CCCO2)cc1 (stereo not drawn) | -12 | -5% | -2% | u | 1% | 11
CCN(CC)S(=O)(=O)c1cccc(C(=O)N/N=C/c2ccc(N3CCOCC3)cc2)c1 | -5 | -6% | -21% | 29% | 0% | 8
Cc1[nH]c2ccccc2c1CCNC(=O)c1ccc2c(c1[N+](=O)[O-])C(=O)c1ccccc1C2=O | 20 | -29% | u | u | -27% | 3
COc1ccc(OCC(=O)Nc2cc(S(=O)(=O)N3CCCC3)ccc2Cl)cc1 | x | -1% | 18% | 0% | x | x
C[C@H](NC(=O)Nc1cccc(Br)c1)C(=O)O | 25 | 4% | 18% | 33%[activator] | 6% | -1
CCOC(=O)c1nc(-c2ccccc2)oc1N(C)C | -6 | 49%[activator] | 20% | x | 1% | 17*
COc1ccc(Cn2ccnc2SCC(=O)NC2CCCC2)cc1 | -33 | 0%&-2% | 0% | -27% | x | 9
COc1ccc(SC[C@H](Cc2ccccc2)N2CC[C@@H](NC(=O)OCc3ccccc3)CCC2=O)cc1 | x | 0% | 7.4µM* | u | x | x
CC(C)(C)NC(=O)C(=O)NNC(=O)COc1ccccc1 | -2 | 1% | 14% | u | -8% | -3
CCC(C)c1ccccc1OCCCN(C)Cc1ccccc1 (stereo not drawn) | x | -12% | 38%[activator] | u | u | -2
CN(CC(=O)O)S(=O)(=O)c1ccc2c(c1)n(C)c(=O)c(=O)n2C | 15 | -4% | x | 56%[activator] | -15% | -1
CN(C)S(=O)(=O)c1cccc(NC(=S)Nc2cc(Cl)cc(Cl)c2)c1 | -16 | u | x | u | u | -5
COC(=O)C1=C(c2ccc(F)cc2OCc2ccccc2)C[C@@H]2CC[C@H]1N2C(=O)NCc1ccccc1Cl | x | 0% | 5.2µM* | 4.1µM* | x | x
CCC(=O)c1cc(F)c(N2CCN(S(=O)(=O)c3ccccc3)CC2)cc1C | -2 | -3% | -18% | x | 6% | 2
C#CCOCCOCCOCCNc1nc(N2CCN(C(=O)[C@H](CCC(=O)O)n3cc(C(N)CO)nn3)CC2)nc(N2CCN(C(=O)[C@H](Cc3ccc(O)cc3)n3cc(C(N)CC(C)C)nn3)CC2)n1 (stereo partly drawn) | -12 | 10µM* | 44%[activator] | 44%[activator] | -1% | 1
COc1ccc(CNC(=O)CNC(=O)c2sc3ccccc3c2Cl)cc1OC | x | 1% | 6% | 1% | x | x
Cc1nc(N2CCC(C(N)=O)CC2)c2c(-c3cccs3)csc2n1 | -27 | 1% | -5% | -19% | -19% | -4

One compound at a time, from the list above. Order of values: Shiga inhibitor	Sm TGR inh	Pf growth 48h	Pf growth 96h	Giardia FBPA inh	CHX counter
`CCOC(=O)c1nc(-c2ccccc2)oc1N(C)C` is listed with -6	49%[activator]	20%	x	1%	17*
`C[C@H](NC(=O)Nc1cccc(Br)c1)C(=O)O` is listed with 25	4%	18%	33%[activator]	6%	-1
`CN(CC(=O)O)S(=O)(=O)c1ccc2c(c1)n(C)c(=O)c(=O)n2C` is listed with 15	-4%	x	56%[activator]	-15%	-1

Assay outcomes: PubChem, National Center for Advancing Translational Sciences (NCATS)
